# FadD28 binding: blocks FadD28 binding to the bisubstrate probe; inhibition, % at 12.5 µM; AID 588549; fluorescence polarization; actives 0.22% (n = 360,000); in the data active = inhibition above about 8.5%, passing the limit was not always enough; inconclusive = no clear call, values can overlap the other calls
# Rv3671c protease: Rv3671c (M. tuberculosis) protease inhibition; inhibition, % at 5.96 µM; actives 0.048% (n = 320,000); AID 2606; P9WHR9; in the data active = inhibition above about 38%;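 also: extracellular domain of Rv3671c used as enzyme; 0% = enzyme with DMSO and 100% = no enzyme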
# Target sequence (P9WHR9 whole entry, looked up, the tested form may be a part): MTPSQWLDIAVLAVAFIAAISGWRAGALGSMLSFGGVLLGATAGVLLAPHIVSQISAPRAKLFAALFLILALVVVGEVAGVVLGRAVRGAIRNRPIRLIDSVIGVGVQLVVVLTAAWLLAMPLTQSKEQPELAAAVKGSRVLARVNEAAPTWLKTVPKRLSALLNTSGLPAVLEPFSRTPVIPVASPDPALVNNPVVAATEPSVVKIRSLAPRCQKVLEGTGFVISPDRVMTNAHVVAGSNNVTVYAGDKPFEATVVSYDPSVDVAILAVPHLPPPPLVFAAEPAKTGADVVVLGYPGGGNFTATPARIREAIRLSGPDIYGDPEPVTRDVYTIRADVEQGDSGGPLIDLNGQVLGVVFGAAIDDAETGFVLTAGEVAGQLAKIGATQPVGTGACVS
# MazEF act: increases E. coli MazEF RNase cleavage of RNA | P0AE70 | FAM/BHQ RNA-DNA oligo cleavage fluorescence, 5 h | activation, % at 20 µM | actives 0.32% (n = 350,000) | AID 504720; in the data active = activation above about 50%
# Target sequence (P0AE70 whole entry, looked up): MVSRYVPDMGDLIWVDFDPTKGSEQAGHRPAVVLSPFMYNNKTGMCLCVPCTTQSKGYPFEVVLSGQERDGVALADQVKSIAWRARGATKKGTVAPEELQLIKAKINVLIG
# Mtb BioA inh: BioA (M. tuberculosis) enzyme inhibition; purified M. tuberculosis BioA enzyme, plate reader; inhibition, % at 9.99 µM; actives 0.096% (n = 360,000); AID 602481; in the data active = inhibition above about 40%; inconclusive = no clear call, values can overlap the other calls
# Mtb UGM inh: inhibitors of M. tuberculosis UDP-galactopyranose mutase | purified UGM, fluorescence polarization probe displacement | inhibition, % at 10 µM | actives 0.06% (n = 320,000); in the data active = inhibition above about 10%, passing the limit was not always enough; inconclusive = no clear call, values can overlap the other calls
# Target sequence (P9WIQ1 whole entry, looked up): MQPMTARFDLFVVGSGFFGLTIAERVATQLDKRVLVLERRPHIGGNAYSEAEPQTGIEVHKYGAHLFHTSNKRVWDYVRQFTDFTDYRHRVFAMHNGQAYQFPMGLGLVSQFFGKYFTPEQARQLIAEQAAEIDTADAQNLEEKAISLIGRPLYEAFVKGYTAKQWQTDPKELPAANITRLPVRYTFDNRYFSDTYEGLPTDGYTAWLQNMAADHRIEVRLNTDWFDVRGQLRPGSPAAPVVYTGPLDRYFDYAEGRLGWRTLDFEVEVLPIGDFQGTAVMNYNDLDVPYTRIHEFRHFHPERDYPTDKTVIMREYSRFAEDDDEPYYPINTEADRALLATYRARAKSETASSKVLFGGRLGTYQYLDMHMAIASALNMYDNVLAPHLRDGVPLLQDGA
# BoNT F protease: inhibitors of Botulinum neurotoxin F light chain protease. Multiplex microsphere protease cleavage assay, flow cytometry. inhibition, % at 10 µM. actives 0.22% (n = 360,000); in the data active = inhibition above about 35%, passing the limit was not always enough; inconclusive = no clear call, values can overlap the other calls; also: plate controls were buffer without enzyme for full effect and enzyme alone for no effect
# GDH-TPI counter: GDH-TPI coupled enzyme inhibition counter-screen | actives 1.2% (n = 360,000) | GDH-TPI coupled enzyme counterscreen, NADH absorbance | inhibition, % at 4.8 µM; in the data active = inhibition above about 30%;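 also: 0% = DMSO wells and 100% = wells lacking the enzyme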
# PrPC surface inh: reduces human prion protein on the cell surface; P04156; cell surface PrPC, TR-FRET read-out; inhibition, % at 13.8 µM; actives 0.43% (n = 370,000); in the data active = inhibition above about 24%; also: 0% = median of the test wells and 100% = reference compound wells
# FBA Mtb inh: inhibits M. tuberculosis FBA enzyme; P9WQA3; AID 588726; purified M. tuberculosis FBA, fluorescence read-out; inhibition, % at 1 µM; actives 2.3% (n = 360,000); in the data active = inhibition above about 27%;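 also: 0% = vehicle and 100% = reference inhibitor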
# The depositor's hits bear a star; u = inconclusive; x = no result given; + = active, no number; & = joins results of further samples. Outcome played no part in choosing rows. About 4.8% of those tested had a hit in this group.
# Screens in order – FadD28 binding, Rv3671c protease, MazEF act, Mtb BioA inh, Mtb UGM inh, BoNT F protease, GDH-TPI counter, PrPC surface inh, FBA Mtb inh
O=C(N/N=C/c1cc(Br)cc(Br)c1O)c1cccc(S(=O)(=O)N2CCOCC2)c1
  -2.5, 3, -206, x, 2.0, -1, 6, -2, 3
COc1cccc(C(C)=NNc2ccc([N+](=O)[O-])cc2[N+](=O)[O-])c1OC
  -3.3, x, 14, -1.3, x, -4, -2, -20, -1
NC(=O)c1ccsc1NC(=O)COC(=O)[C@@H]1CCCN1C(=O)c1cccs1
  -2.2, x, -4, x, x, -2, -4, 0, 2
CC1CCN(C(=O)c2ccc(NS(C)(=O)=O)cc2)CC1
  -2.4, 11, -9, -2.2, -1.4, 0, 1, -1, 2
Cc1cccc(NC(=S)NCc2ccc3[nH]c4c(c3c2)CCCC4)c1
  -5.7, 4, 16, -1.4, -0.1, -7, 3, 1, -1
O=C(Cc1ccc([N+](=O)[O-])cc1)Nc1ccc2c(c1)OCO2
  -3.1, 4, -4, x, -0.8, -4, -3, -8, -1
CC(NC(=O)c1ccc2ccccc2n1)c1ccc(S(N)(=O)=O)cc1 (stereo unspecified)
  -4.1, -8, 13, 0.5, 1.9, 2, 3, 1, -4
COc1ccc(S(=O)(=O)N(C)C[C@@H]2Oc3c(NS(C)(=O)=O)cccc3C(=O)N([C@@H](C)CO)C[C@H]2C)cc1
  -0.7, 0, 8, -1.6&1.5, -0.7, -4, 6, 9, -1
Cc1cc(NC(=O)CC(F)(F)F)n(-c2ccccc2)n1
  -4.0, -10, 4, -0.4, 1.8, 3, -7, 3, -2
CSc1ccc(CN(C)CC(=O)Nc2ccc(NC(C)=O)cc2)cc1
  -0.6, 3, -6, -4.6, 1.2, -5, 5, 4, -1
CC(=O)c1ccc(-n2nnnc2SCC(=O)N2CCc3ccccc3C2)cc1
  -2.4, x, 6, 5.8, x, -4, 9, 5, 2
COc1ccc(C(=O)NCc2nnc(SCC(=O)Nc3cccc(C(F)(F)F)c3)o2)cc1OC
  -6.2, 2, 3, -0.1, 1.2, -10, 0, 0, -12
COc1ccc(OC(C)C(=O)Nc2ccccc2C(F)(F)F)cc1 (stereo unspecified)
  -1.6, 0, 2, -1.2, -1.2, 12, 1, -2, 1
CCNc1nc(Oc2ccc(=O)n(C)n2)nc(N2CCOCC2)n1
  -2.0, 6, 5, 0.3, -1.3, -6, 12, -4, 0
O=C(OCC(=O)N1CCOCC1)c1cc(F)c(F)cc1Cl
  0.0, 3, 12, -7.6, 0.0, 6, -4, 3, 2
COc1ccccc1C(=O)Nc1ccc2c(c1)OCO2
  1.1, -1, 7, 0.0, -1.2, -2, 0, 8, 3
COCCn1nnnc1C(c1ccc(Cl)cc1)N1CCSCC1 (stereo unspecified)
  -0.3, 1, 2, -0.6, -1.4, -6, 9, 0, 2
O=C1C(Cl)=C(Nc2ccc(O)cc2)C(=O)c2ccccc21
  -0.4, -11, 10, x, 1.4, x, 5, -38, 1
CC(C)(C)c1nn2cnnc2n(/N=C/c2ccccc2)c1=O
  2.9, -2, 4, x, 1.8, -3, 3, -6, 0
COc1cc(/C=C/c2cccc[n+]2C)ccc1OCC(=O)Nc1cccc(Cl)c1
  -4.4, 1, 29, x, 1.5, 6, 3, -24, 1
C=C(C)CN1C(=O)C(O)(CC(=O)c2ccc3c(c2)OCCO3)c2ccccc21 (stereo unspecified)
  -1.5, -4, -2, -3.3, -0.9, -8, 4, 2, -1
CCOC(=O)Cn1c2ccccc2c2nc(C)sc21
  -3.1, 7, 3, x, 3.4, 2, -6, 6, -1
ClCC(Br)CBr (stereo unspecified)
  -0.1, 6, -12, -1.2, 2.7, 4, 1, 0, 5
Cc1ccn2c(Nc3ccccc3C)c(-c3ccccn3)nc2c1
  u, 3, 1, 0.6, 2.3, -1, 5, 17, 19
CNC(=O)c1ccc(Nc2nnc(-c3ccc(C)c(S(N)(=O)=O)c3)c3ccccc23)cc1
  -5.4, 4, 7, 4.8, -0.5, 33, 28, -21, 6
CCCn1c(NC(=O)CCNC(=O)c2ccccc2Cl)nc2ccccc21
  -0.1, -3, 2, 0.6, 1.4, -2, 0, -3, -2
COC(=O)c1ccc(CNC(=O)C(C)N=C2NS(=O)(=O)c3ccccc32)cc1 (stereo unspecified)
  -4.9, x, 6, x, x, -19, 4, 0, -1
CCOc1cc(N2CCOCC2)c(OCC)cc1NC(=O)CN1C(=O)NC(C)(C2CC2)C1=O (stereo unspecified)
  -1.3, 4, 3, x, -1.0, -6, -1, 6, -1
N#C/C(=C/c1ccc(-c2ccc(S(N)(=O)=O)cc2)o1)c1nc2ccccc2s1
  20*, -59, -26, x, 3.8, 9, 7, 2, -15
O=C(NC1CCCCC1)C1CC(=O)N(c2ccccc2)C1 (stereo unspecified)
  -2.5, 3, -30, -0.4, -0.2, -21, 0, 2, 2
C/C(=N/NC(=O)c1cc(C(C)C)[nH]n1)c1cccs1
  -2.9, 4, 1, 5.4, 1.5, -9, 9, -4, 2
CCN1C(=O)c2cccc3c(S(=O)(=O)Nc4ccccc4)ccc1c23
  -2.3, -4, 6, 5.5, 3.6, 5, 10, x, 2
CC1(Cc2cccc(C#N)c2)C(=O)Nc2c(Cl)cccc21 (stereo unspecified)
  -1.0, x, x, 0.1, x, -7, 0, 0, 0
Cc1ccc(NC2=CC(=O)CC(C)(C)C2)c(N)c1
  -3.0, -3, 2, -1.1, 1.3, -28, 19, -6, 2
COc1ccc2[nH]c(=O)c(C(c3nnnn3CC3CCCO3)N3CCCCC3)cc2c1 (stereo unspecified)
  -3.8, 2, 5, x, 0.2, 0, -7, -6, 4
O=C(COc1ncnc2sccc12)NC1CCS(=O)(=O)C1 (stereo unspecified)
  -1.8, 8, -2, -0.5, -3.5, -2, 15, 8, 4
CN(C)CCCN(C(=O)c1ccc2c(c1)OCCO2)c1nc2cc3c(cc2s1)OCO3
  0.4, -4, 1, 0.9, 1.4, 10, 0, -12, 2
Cc1nc2c(sc(=S)n2Cc2ccco2)c(=O)n1CC(=O)Nc1cc(F)ccc1F
  0.5, -43, -10, -0.6, -1.7, 0, 15, 7, -2
CC(C)(C)OC(=O)N1CCC(NC(=O)c2[nH]cnc2C(=O)Nc2ccccc2F)CC1
  -1.7, x, 44, 0.6, x, -10, -4, 4, -3
Cc1cc(C(F)F)n2nc(C(=O)Nc3sc4c(c3C#N)CCC(C)C4)nc2n1 (stereo unspecified)
  0.6, 9, -8, -0.4, -0.4, 12, 10, 3, 1
Cc1cccc(C(=O)OCC(=O)NCC(C)C)c1O
  -0.9, -4, 5, -1.3, -0.3, -6, 3, 7, -1
COc1ccc(Oc2nc(C)cc(C)c2C#N)cc1
  -6.9, 6, 11, -0.6, -2.0, -1, 7, 1, -2
O=C(/C=C/Nc1cccc(O)c1)c1ccccc1
  -3.8, 5, 6, 3.8, 1.2, 6, 7, -3, 0
Cc1nc(C)c(-c2ccccc2)c(=O)[nH]1
  -1.2, 1, 4, -1.4, 1.2, -6, -2, 2, -1
COc1ccc(NC(=O)C[C@H]2C(=O)N(CCc3ccccc3)C[C@@H]2CSC)cc1
  -0.9, x, 2, -1.1, x, -4, 3, -4, -1
CCOC(=O)c1sc2ncn(/N=C/c3ccc(O)cc3)c(=O)c2c1C
  -4.0, 7, 7, x, -0.2, 1, 10, 3, -6
CCOc1ccccc1N=Cc1c(O)c2ccccc2oc1=O
  -0.4, 4, 9, -1.0, -0.6, -13, -1, 2, 3
Cc1nn(-c2ccccn2)c2nc(-c3cccs3)cc(C(=O)N3CCOCC3)c12
  -1.7, 0, 3, x, 2.1, -36, 31*, -12, 105*
COc1ccc(N2C(=O)CCC(C(=O)c3ccccc3)=C2C)cc1
  -0.8, -2, -5, 1.0, 0.6, 8, 16, 6, -2
Cc1ccc(SCC(=O)N2N=CCC2c2ccccc2)cc1 (stereo unspecified)
  -0.8, 5, 7, x, -0.5, -4, 3, 10, 3
CCOc1ccccc1NC(=O)COC(=O)CCOc1cc(C)ccc1C
  -0.9, 1, -2, -2.4, 1.6, 2, 2, 2, 4
Cc1ccc(-c2nc3sc(C(N)=O)c(N)c3c3c2CCCC3)cc1
  1.4, -22, 16, x, -0.4, -15, 1, -4, 5
S=C(NC1CCCCC1)c1ccc2c(c1)OCO2
  -0.5, -8, 2, x, -5.0, 5, -2, -3, -1
CN1CCN(c2nc(Nc3ccccc3)nc(N)c2[N+](=O)[O-])CC1
  -1.5, 2, 0, x, 0.3, u, 24, -3, -2
CCCOc1ccc(-c2csc3nc[nH]c(=O)c23)cc1
  -1.3, 2, 2, -1.7, 0.7, x, 9, 5, -2
CC(C)n1c(=O)c(C=Nc2cccc([N+](=O)[O-])c2)c(O)n(CCc2ccccc2)c1=O
  -1.0, -13, -37, x, -1.5, -3, 15, -3, 20
O=C(c1ccc(Cl)c(S(=O)(=O)N2CCCC2)c1)N1CCN(Cc2ccccc2)CC1
  -0.1, x, 1, 15, x, -8, 12, 0, 7
O=C1CCC(C(=O)N2CCc3ccccc3C2)CN1CCCN1CCOCC1 (stereo unspecified)
  -0.4, -1, 1, -3.1, 2.1, 1, 7, -6, 3
COc1ccc2cc(C3(C)NC(=O)N(CC(=O)NCc4ccco4)C3=O)ccc2c1 (stereo unspecified)
  -3.3, -2, 3, 1.0, -0.6, 1, 10, 5, -1
COc1cc(C(=O)N2CCN(C(=O)CC(C)C)CC2)cc(OC)c1OC
  -0.3, -3, 6, 0.5, 0.7, -2, 10, 0, -2

# Entries of single compounds from above.
# Profile of COc1ccc(S(=O)(=O)N(C)C[C@@H]2Oc3c(NS(C)(=O)=O)cccc3C(=O)N([C@@H](C)CO)C[C@H]2C)cc1 = FadD28 binding: -0.7; Rv3671c protease: 0; MazEF act: 8; Mtb BioA inh: -1.6&1.5; Mtb UGM inh: -0.7; BoNT F protease: -4; GDH-TPI counter: 6; PrPC surface inh: 9; FBA Mtb inh: -1
# Profile of COc1ccc2[nH]c(=O)c(C(c3nnnn3CC3CCCO3)N3CCCCC3)cc2c1 (stereo unspecified) = FadD28 binding: -3.8; Rv3671c protease: 2; MazEF act: 5; Mtb BioA inh: x; Mtb UGM inh: 0.2; BoNT F protease: 0; GDH-TPI counter: -7; PrPC surface inh: -6; FBA Mtb inh: 4

# Continuation:
# Screens in order – FadD28 binding, Rv3671c protease, MazEF act, Mtb BioA inh, Mtb UGM inh, BoNT F protease, GDH-TPI counter, PrPC surface inh, FBA Mtb inh
CC(=O)Nc1ccc(S(=O)(=O)N[C@H](C(=O)O)C(C)C)cc1
  -1.4, 1, -2, -1.4, -4.2, 2, -1, 4, 2
O=C1/C(=C/c2ccc(N3CCOCC3)o2)SC(=Nc2ccccc2)N1CCc1c[nH]c2ccccc12
  -1.8, -3, -46, -0.3, -0.5, 0, 0, x, -6
CCOc1ccc(CCNC(=O)c2ccc(N3CCCC3=O)cc2)cc1OCC
  -0.2, 3, 4, x, -1.1, -6, -3, -5, 0
C=CCn1c(SCC(=O)NC2CCCCC2)nnc1C1CCCCC1
  -0.5, 1, 11, -1.8, -1.0, -18, 11, 0, 0
CN(C)C(=O)NC(Nc1cccc([N+](=O)[O-])c1)C(Cl)(Cl)Cl (stereo unspecified)
  -2.4, 14, -1, 0.6, 0.1, -1, 2, -3, 2
CN(C)S(=O)(=O)N(CC(=O)N1CCN(Cc2ccccc2)CC1)c1ccccc1
  0.3, -2, 3, -0.1, 2.4, -4, 4, 4, 2
C=CCn1cc(C(=O)NCCCOC)c(=O)c2cc(S(=O)(=O)N(CC)CC)ccc21
  -3.1, 4, 7, x, -0.6, 10, 12, 2, 1
CC(=O)N1CCC2(CC1)CC(=O)c1cc(Cl)ccc1O2
  -3.6, 1, 0, 1.2, -0.3, -2, 1, -8, 8
COc1ccc(OC)c(/C=N/NC(=O)c2cc(-c3ccc(C)o3)nc3ccccc23)c1
  -5.5, -20, 6, 0.0, x, 12, 16, 4, 8
Cc1cc(CNC(=O)COc2ccc(C)c(C)c2)c2ccccc2n1
  -3.1, 4, -2, 1.4, -0.5, -3, -4, 6, 2
COc1ccc(CNC(=O)c2cc(C)nn2-c2ccccc2)cc1
  -3.5, 12, 7, x, -1.0, -4, -13, 0, -4
Cc1cc(C)cc(OCCCCn2cncn2)c1
  -0.5, -2, 9, -0.7, -0.9, -7, 8, 5, 1
COCCCn1c(=N)c(C(=O)NCC2CCCO2)cc2c(=O)n3ccccc3nc21 (stereo unspecified)
  0.4, 10, 7, 0.5, -1.4, -7, 14, -19, +
c1cnc2c(c1)ncc1cscc12
  0.7, -4, -5, x, 1.6, -3, 7, -5, 2
